Tn6 DDE FP – DD(E)-Tn6 binding inhibition, primary FP screen; 370,000 compounds, 0.21% hits; P02675; inhibition, % at 8.3 µM; Fibrin DD(E) TRITC-Tn6 fluorescence polarization displacement;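 active = inhibition above a per-campaign cutoff: mean of compounds within control limits plus 3 SD, cut at about 15% in these data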;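 also: 0% = median of all compound wells on the plate and 100% = blocking peptide control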
ASAP1 inh – blocks human ASAP1-stimulated Arf1 GTP hydrolysis. Q9ULH1. 360,000 compounds, 0.19% hits. AID 624377. inhibition, % at 16.5 µM. GDP FP detection; in the data active = inhibition above about 25%;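 also: 0% = vehicle with enzyme and substrate and 100% = no enzyme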
ARFGAP1 inhibitor – inhibits rat ARF GTPase activating protein 1 | inhibition, % at 16.5 µM | Arfgap1-stimulated ARF1 GTP hydrolysis, GDP FP detection | 360,000 compounds, 0.26% hits | Q62848;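 active = inhibition above a per-plate limit, mean inhibition of low control wells plus 3 SD, cut at about 25% in these data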;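 also: 0% = DMSO wells with enzyme and 100% = wells lacking Arfgap1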
Target sequence (Q62848 1-136 limits assumed): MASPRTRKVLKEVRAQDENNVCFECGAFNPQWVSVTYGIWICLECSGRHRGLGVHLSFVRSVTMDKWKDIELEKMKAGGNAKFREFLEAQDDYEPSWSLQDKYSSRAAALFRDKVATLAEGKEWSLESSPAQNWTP
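Repeats: one replicate per compound; assay system: rat Arfgap1 catalytic domain, aa 1-136; times: enzyme reaction 120 min at 25 °C after 20 min preincubation; detection: FP of antibody-bound GDP Alexa 633 tracer, ex 620/em 688 nm; benchmarks: high control wells lacking Arfgap1, low control full reaction with DMSO; reagent: human ARF1(Δ1-17)-GTP substrate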
HGIII-sPLA2 inh – Inhibits HGIII-sPLA2 liposome hydrolysis, primary screen | QFRET BODIPY PC-A2 liposome hydrolysis, fluorescence | inhibition, % at 12.2 µM | Q9NZ20 | 370,000 compounds, 0.56% hits;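 active = inhibition above mean plus 3 SD of compounds lying within the high and low control bounds, cut at about 19% in these data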;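 also: 0% = median of test compound wells and 100% = no enzyme DMSO wells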
PLC-gamma1 inh – inhibitors of human phospholipase C gamma1; 370,000 compounds, 0.84% hits; P19174; inhibition, % at 12.2 µM; purified PLC-gamma1, fluorogenic substrate, fluorescence; in the data active = inhibition above about 9.5%
Tn7 DDE FP – inhibitors of Tn7 peptide binding to human fibrin DD(E). P02675. FP displacement of FITC-Tn7 peptide from fibrin DD(E); 0% = median of compound wells per plate. inhibition, % at 8.3 µM. 370,000 compounds, 0.13% hits. AID 720508;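 active = inhibition above the mean of compounds falling within the control limits plus 3 SD of them, cut at about 14% in these data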;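 also: 0% = plate median of compound wells and 100% = 10 µM Aha-Tn7 peptide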
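Test system: human clot-derived fibrin DD(E) complex / Quantity: 2 µM final DD(E) protein / Incubation: 10 min plus 3 h, room temperature / Measured by: fluorescence polarization / Benchmarks: high control of 10 µM Aha-Tn7 peptide / Replicates: singlicate testing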
NR1D1 modulator – modulates human Rev-erb alpha binding to DNA; activity, % at 10 µM; P20393; Rev-erbα–FITC-DNA binding, fluorescence polarization, 90 min; 370,000 compounds, 0.79% hits;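 active = activity above about 14%, limit read from the data; passing the limit was not always enough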;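 also: 0% = DMSO wells with 35 nM protein and 100% = DMSO wells with 750 nM protein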
proKLK7 act – proKLK7 (human) activation, primary screen | P49862 | purified proKLK7, EDANS-DABCYL substrate fluorescence; 100% is mature enzyme control, 0% vehicle | activation, % at 7 µM | 370,000 compounds, 0.9% hits;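 active = activation above the mean of all tested compounds plus 3 SD, computed per campaign excluding outliers beyond control limits, cut at about 13% in these data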
PLC-beta3 inh – inhibitors of human phospholipase C beta3. Q01970. Purified PLC-beta3, fluorogenic substrate, fluorescence. inhibition, % at 12.2 µM. 370,000 compounds, 0.18% hits; in the data active = inhibition above about 11%;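 also: 0% = median of compound wells on plate and 100% = full blocker control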
UHRF1 binding – UHRF1 methyl-DNA binding inhibition; AID 687016; UHRF1 binding to methylated oligo, TR-FRET; inhibition, % at 4.4 µM; Q96T88; 370,000 compounds, 0.75% hits; in the data active = inhibition above about 21%;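 also: UHRF1 SRA domain binding a hemimethylated CpG hairpin DNA probe; 0% = median of test compound wells and 100% = reference inhibitor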
Target sequence (Q96T88 whole entry, looked up, the tested form may be a part): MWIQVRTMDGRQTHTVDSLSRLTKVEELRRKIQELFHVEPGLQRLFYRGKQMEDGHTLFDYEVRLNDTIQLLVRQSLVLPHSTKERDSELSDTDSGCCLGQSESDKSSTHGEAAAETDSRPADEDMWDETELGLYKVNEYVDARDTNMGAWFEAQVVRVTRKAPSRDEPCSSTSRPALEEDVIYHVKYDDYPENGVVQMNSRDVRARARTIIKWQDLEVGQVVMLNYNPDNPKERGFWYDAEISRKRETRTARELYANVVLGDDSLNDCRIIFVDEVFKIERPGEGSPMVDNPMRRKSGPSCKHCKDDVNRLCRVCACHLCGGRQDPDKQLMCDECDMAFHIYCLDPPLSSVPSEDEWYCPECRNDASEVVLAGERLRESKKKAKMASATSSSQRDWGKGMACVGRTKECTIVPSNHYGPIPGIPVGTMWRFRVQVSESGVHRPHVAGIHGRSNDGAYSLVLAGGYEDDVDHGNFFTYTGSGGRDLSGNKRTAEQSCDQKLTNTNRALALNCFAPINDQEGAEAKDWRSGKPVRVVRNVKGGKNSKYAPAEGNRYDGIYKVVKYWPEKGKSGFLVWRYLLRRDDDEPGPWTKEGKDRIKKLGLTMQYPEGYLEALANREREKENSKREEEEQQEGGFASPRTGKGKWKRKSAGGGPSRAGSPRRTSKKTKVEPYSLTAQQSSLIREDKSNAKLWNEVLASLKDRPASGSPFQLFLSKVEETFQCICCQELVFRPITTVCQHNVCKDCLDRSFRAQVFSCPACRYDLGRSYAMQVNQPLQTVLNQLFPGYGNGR
* marks the source's active call; other numbers are inactive results; i = inactive; nt = not tested or not shown.

SMILES | Tn6 DDE FP | ASAP1 inh | ARFGAP1 inhibitor | HGIII-sPLA2 inh | PLC-gamma1 inh | Tn7 DDE FP | NR1D1 modulator | proKLK7 act | PLC-beta3 inh | UHRF1 binding
COc1ccc(/C=C/C(=O)NC(=S)NNC(=O)Cc2cccs2)cc1OC | -9 | 9 | 9 | 14 | -60 | 5 | -2 | -1.3 | -67 | -1
COc1ccc(S(=O)(=O)N2CCc3ccccc32)cc1OC | -4 | -12 | 7 | 0 | 4 | 7 | -2 | -0.1 | -8 | 2
COc1ccc(/C=N/NC(=O)c2cc(C34CC5CC(CC(C5)C3)C4)[nH]n2)cc1O | -10 | -5 | 12 | -35 | 3 | -1 | 1 | 0.2 | 0 | 2
COC(=O)N(C)C[C@@H]1OCc2cnnn2CCCC(=O)N([C@H](C)CO)C[C@@H]1C | 6 | -4 | 3 | 0 | -1 | -4 | 0 | 0.2 | -2 | 14
NC1CCCCC1N=Cc1c(O)n(CCc2ccc(F)cc2)c(=O)[nH]c1=O (stereo not given) | -2 | -2 | -5 | 0 | 1 | -1 | 0 | 0.5 | -2 | 0
OCCC1CN(Cc2nc3c(s2)CCCC3)CCN1Cc1ccsc1 (stereo not given) | -2 | 5 | 3 | 1 | -3 | 9 | 8 | 0.3 | -12 | 3
COc1ccc(-c2cn[nH]c2N)cc1 | -1 | 7 | 11 | 14 | 12* | -2 | -1 | -0.7 | 4 | 3
CC(C)C#Cc1cnc2c(c1)C(=O)N([C@H](C)CO)C[C@@H](C)[C@H](CN(C)C(=O)Nc1ccccc1F)O2 | 2 | 12 | 3 | 5 | 4 | 2 | 9 | 0.7 | 0 | -1
COc1ccccc1CNC(=O)COC(=O)c1ccc(-n2cnnn2)cc1 | -4 | 11 | -5 | -5 | -3 | -6 | 5 | 0.0 | -2 | -4
CCCNC(=O)c1ccc(Cl)c(Cl)c1 | 2 | 6 | -2 | 2 | 5 | -3 | 4 | -0.1 | 2 | 0
Cc1ccc(S(=O)(=O)N2CCC(=O)N(CCOCc3ccc(C(F)(F)F)cc3)CC2)cc1 | -2 | -1 | -4 | -24 | 1 | 2 | -2 | 0.8 | 3 | 0
Cc1cccnc1Nc1nc(-c2ccccn2)cs1 | -9 | 4 | 9 | 8 | -3 | 9 | 5 | 0.0 | -5 | -1
CCCCN(C(=O)COc1ccc(C)cc1OC)c1c(N)n(CCC)c(=O)[nH]c1=O | 6 | 11 | -4 | 16 | 12* | 7 | -2 | -0.3 | -5 | 5
CCC1C(=O)NCCN1C(=O)c1ccc2nc(Cc3cccc(Cl)c3)oc2c1 (stereo not given) | 5 | 2 | 1 | -7 | 0 | 0 | -4 | -0.1 | -5 | 3
Cc1cc(C)c2cc(C#N)c(N3CCCN(C(=S)NCCCN(C)C)CC3)nc2c1 | -4 | 4 | -5 | 1 | -61 | 1 | 1 | 1.5 | -105 | -3
Cc1ccc(N2C(=O)NC(NS(=O)(=O)c3ccccc3)(C(F)(F)F)C2=O)cc1C (stereo not given) | -7 | -2 | 2 | -1 | 1 | -1 | 0 | 0.3 | -10 | 1
COc1ccccc1CNC(=O)CSc1ccc(-c2cccs2)nn1 | -11 | -10 | -1 | 3 | 0 | -1 | -2 | 0.0 | -9 | 3
COC(=O)c1[nH]c2cc(OC)ccc2c1N=CN(C)C | 3 | 7 | 5 | -1 | -6 | -1 | 4 | 0.5 | -11 | -2
COc1ccc(S(=O)(=O)NCC2CCCN(C(=O)c3cccnc3C)C2)cc1 (stereo not given) | 10 | -11 | -14 | -4 | -1 | 10 | nt | 0.4 | -5 | 0
C=CCc1cccc(OC)c1OCCOCCn1ccnc1 | -5 | 6 | -3 | -20 | 6 | -3 | -6 | -0.4 | 8 | 2
COc1cccc(CNC(=O)c2c[nH]n3c(=O)c(Cl)c(C)nc23)c1 | 0 | -12 | 1 | -38 | -5 | 5 | -2 | -0.4 | -7 | -1
Cc1cccc(NC(=O)CSCC(=O)N2CCN(Cc3ccc4c(c3)OCO4)CC2)c1 | -1 | -7 | -4 | 6 | 3 | 7 | -7 | 0.0 | -1 | 2
O=C1c2ccccc2C(=O)N1CCCCNc1ccccc1 | -4 | 4 | 13 | -1 | -2 | -5 | 5 | 0.9 | 2 | 3
CC1(C)CC(NC(=O)c2cc(S(=O)(=O)N3CCCCC3)ccc2Cl)CC(C)(C)N1 | 2 | -1 | 1 | 0 | -1 | -2 | 3 | 0.3 | -7 | -1
CN(C)C(=O)c1ccc(Nc2nc(-c3cccs3)nc3ccccc23)cc1 | -1 | 2 | 9 | -14 | -221 | 2 | 1 | 5.5 | -367 | 2
(cont.)
SMILES | Tn6 DDE FP | ASAP1 inh | ARFGAP1 inhibitor | HGIII-sPLA2 inh | PLC-gamma1 inh | Tn7 DDE FP | NR1D1 modulator | proKLK7 act | PLC-beta3 inh | UHRF1 binding
CC(=O)N1CCN(C2=NC(=O)/C(=C\c3cccs3)S2)CC1 | -7 | 7 | 10 | -1 | 4 | 1 | -5 | -0.3 | 5 | -3
CC1(NC(=O)CSc2nnc(-c3ccco3)n2Cc2ccccc2)CCS(=O)(=O)C1 (stereo not given) | 2 | 13 | -8 | 0 | -1 | -1 | 0 | 0.4 | -5 | 2
COc1ccc(Cc2nc3ccc(C(=O)NCCn4ccnc4C)cc3o2)cc1OC | 3 | -3 | 2 | 12 | -1 | -2 | -2 | -0.7 | -8 | 2
COc1ccccc1N(CN1C(=O)c2ccccc2C1=O)C(=O)c1cccnc1 | 0 | -5 | 1 | -1 | 2 | -3 | 4 | -0.1 | 4 | 0
N#Cc1cc2c(=O)n3ccccc3nc2n(CCCN2CCOCC2)c1=O | 5 | 7 | 11 | 4 | i | -3 | 5 | 48* | i | -5
N#Cc1ccc(C(c2nnnn2C2CCCC2)N2CCC(Cc3ccccc3)CC2)cc1 (stereo not given) | 3 | 5 | -10 | 3 | -2 | 3 | 1 | -0.1 | 2 | 2
COc1ccc(C(C#N)CCC2OCCO2)cc1OC (stereo not given) | -3 | -6 | 0 | 3 | -2 | -1 | -2 | 0.6 | -2 | 2
CCOC(=O)C(C(C)=O)c1c(Br)c(O)c(O)c2c(C(=O)c3ccc(C)cc3)coc12 (stereo not given) | -17 | 5 | -8 | 13 | 3 | -10 | 0 | 0.7 | -3 | -1
COc1cc(-c2n[nH]c(=S)n2-c2cccc(C(F)(F)F)c2)cc(OC)c1OC | 5 | -12 | -2 | 26* | 1 | -1 | -1 | -0.2 | -4 | 4
COc1cc(-c2cc(C(=O)O)c3cc4ccccc4cc3n2)cc(OC)c1OC | -5 | 21 | 1 | -3 | -264 | -10 | -4 | 0.4 | -321 | -2
O=C(OCc1csc(-c2ccccc2)n1)c1cccs1 | -4 | 2 | -2 | -5 | 8 | 4 | -1 | -0.1 | -1 | 7
CCC1(C)Cc2c(C#N)c(N)n(-c3ccccc3)c(=O)c2CO1 (stereo not given) | -2 | -2 | 8 | 4 | -2 | -4 | -3 | -0.3 | 0 | -36
CC(C)c1ccc(/C=N/NC(=O)c2nnn(-c3nonc3N)c2CN(C)C2CCCCC2)cc1 | 4 | -6 | -11 | 0 | 1 | 2 | -3 | 0.9 | -7 | 1
Cc1cnc(C(=O)OCC(=O)c2csc(N3CCCCC3)n2)cn1 | -5 | 9 | 3 | 2 | -3 | 2 | -1 | -0.2 | -2 | -2
Cc1sc2ncnc(NCC(c3ccco3)N(C)C)c2c1C (stereo not given) | -5 | -2 | 2 | 2 | 2 | 2 | -2 | -0.7 | 6 | 2
CC1(C)CC(=O)C(N=Nc2cccc(S(=O)(=O)N3CCOCC3)c2)=C(O)C1 | -2 | -23 | 4 | 6 | 9 | 2 | -3 | -0.3 | -3 | 2
CCN(CC)C(=O)c1[nH]cnc1C(=O)Nc1ccc(OC)cc1 | -4 | 6 | 5 | -2 | 5 | -4 | -4 | -0.2 | 1 | 0
O=C(NCC1COc2ccccc2O1)c1ccc(-n2cncn2)c([N+](=O)[O-])c1 (stereo not given) | -11 | -4 | -5 | 0 | -1 | -5 | -5 | -0.2 | -4 | 0
CCOC(=O)c1c(C)c(C(=O)NCCc2ccc(S(N)(=O)=O)cc2)c(C)n1CC | -1 | 2 | 3 | -3 | 0 | -4 | -7 | 0.4 | -2 | -1
COc1cccc(C(NC(=O)c2ccccc2F)NC(=O)c2ccccc2F)c1 | 2 | 13 | 0 | -1 | 0 | 5 | 2 | 1.0 | 2 | -1
COc1ccc(NC(=O)CCCn2c(=O)c3sccc3n(Cc3ccccc3C)c2=O)cc1 | 3 | 3 | 2 | -5 | 0 | 3 | -10 | 0.1 | 2 | -2
CNC(=O)c1cc(S(=O)(=O)Nc2ccc(C)cc2C)ccc1C | 5 | 2 | 8 | 1 | -2 | 4 | 5 | 0.3 | -3 | 1

Rewritten with values ahead of the structure: entries from further up
| Tn6 DDE FP | ASAP1 inh | ARFGAP1 inhibitor | HGIII-sPLA2 inh | PLC-gamma1 inh | Tn7 DDE FP | NR1D1 modulator | proKLK7 act | PLC-beta3 inh | UHRF1 binding | SMILES |
| --- | --- | --- | --- | --- | --- | --- | --- | --- | --- | --- |
| -2 | 5 | 3 | 1 | -3 | 9 | 8 | 0.3 | -12 | 3 | OCCC1CN(Cc2nc3c(s2)CCCC3)CCN1Cc1ccsc1 (stereo not given) |
| -1 | 7 | 11 | 14 | 12* | -2 | -1 | -0.7 | 4 | 3 | COc1ccc(-c2cn[nH]c2N)cc1 |
| 2 | 12 | 3 | 5 | 4 | 2 | 9 | 0.7 | 0 | -1 | CC(C)C#Cc1cnc2c(c1)C(=O)N([C@H](C)CO)C[C@@H](C)[C@H](CN(C)C(=O)Nc1ccccc1F)O2 |
| -4 | 11 | -5 | -5 | -3 | -6 | 5 | 0.0 | -2 | -4 | COc1ccccc1CNC(=O)COC(=O)c1ccc(-n2cnnn2)cc1 |
| 2 | 6 | -2 | 2 | 5 | -3 | 4 | -0.1 | 2 | 0 | CCCNC(=O)c1ccc(Cl)c(Cl)c1 |
| -2 | -1 | -4 | -24 | 1 | 2 | -2 | 0.8 | 3 | 0 | Cc1ccc(S(=O)(=O)N2CCC(=O)N(CCOCc3ccc(C(F)(F)F)cc3)CC2)cc1 |
| -9 | 4 | 9 | 8 | -3 | 9 | 5 | 0.0 | -5 | -1 | Cc1cccnc1Nc1nc(-c2ccccn2)cs1 |
| 6 | 11 | -4 | 16 | 12* | 7 | -2 | -0.3 | -5 | 5 | CCCCN(C(=O)COc1ccc(C)cc1OC)c1c(N)n(CCC)c(=O)[nH]c1=O |
| 5 | 2 | 1 | -7 | 0 | 0 | -4 | -0.1 | -5 | 3 | CCC1C(=O)NCCN1C(=O)c1ccc2nc(Cc3cccc(Cl)c3)oc2c1 (stereo not given) |
| -4 | 4 | -5 | 1 | -61 | 1 | 1 | 1.5 | -105 | -3 | Cc1cc(C)c2cc(C#N)c(N3CCCN(C(=S)NCCCN(C)C)CC3)nc2c1 |
| -7 | -2 | 2 | -1 | 1 | -1 | 0 | 0.3 | -10 | 1 | Cc1ccc(N2C(=O)NC(NS(=O)(=O)c3ccccc3)(C(F)(F)F)C2=O)cc1C (stereo not given) |

Source: PubChem BioAssay (several laboratories)
